P. falciparum M17LAP: P. falciparum M17LAP inhibitors, primary screen, biochemical, fluorogenic H-Leu-NHMec substrate, 1536-well (AID 1619); Leucine aminopeptidase (Plasmodium falciparum (isolate 3D7)); recombinant M17LAP, H-Leu-NHMec fluorogenic kinetic assay; higher % means a stronger effect; inhibition, % at 30 µM; hits with a dose series show IC50 in µM; actives 0.38% (n = 220,000);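 active = compound inhibiting the enzyme by more than half at any dose during confirmatory dose-response retesting; inconclusive = strong single-dose inhibitors picked by rank but not retested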;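 also: plate controls were full reaction with DMSO carrier for no effect and no enzyme background for full effect; strong numbers were not always called active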
AID2073: inhibitors of Mint1-CaV2.2 protein interaction, biochemical, HTRF (AID 2073) | inhibition, % at 20 µM; hits with a dose series show IC50 in µM | actives 0.19% (n = 290,000) | HTRF protein-protein interaction, Mint1-CaV2.2; higher % means a stronger effect | Voltage-dependent N-type calcium channel subunit alpha-1B (Homo sapiens); in the data active = inhibition mostly above about 51%, no sharp cut-off; inconclusive = no clear call, values can overlap the other calls; inactive = mostly below about 53%; also: some results filed as inactive read as strong as hits
P. falciparum M1AAP: P. falciparum M1AAP inhibitors, biochemical, fluorogenic H-Leu-NHMec substrate, 1536-well (AID 1445). one-dose inhibition, % at 30 µM; IC50 in µM for titrated hits. Aminopeptidase N (Plasmodium falciparum (isolate 3D7)). actives 0.42% (n = 220,000). recombinant M1AAP, H-Leu-NHMec fluorogenic kinetic assay; higher % means a stronger effect;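 active = primary inhibition above the hit cutoff, then over 50% inhibition at one or more dose response concentrations, cut at about 23% in these data, passing the limit was not always enough; inconclusive = conflicting primary data, or primary hits not chosen for dose response; inactive = low primary inhibition, or under 50% at every dose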;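 also: plate controls were DMSO full reaction for no effect and no enzyme background for full effect; strong numbers were not always called active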
LYP inhibition: inhibitors of LYP phosphatase, biochemical, fluorescence intensity, uHTS (AID 1779) | Tyrosine-protein phosphatase non-receptor type 22 (Homo sapiens) | recombinant LYP phosphatase, fluorescence intensity; higher % means a stronger effect | inhibition, % at 11.5 µM; hits with a dose series show IC50 in µM | actives 0.054% (n = 290,000);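 also: plate controls were vehicle with enzyme for no effect and no enzyme for full effect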
Dynein transport: inhibitors of GR-EGFP nuclear translocation, primary screen, dynein cargo transport inhibitor project, imaging, high-content, 3617.4 mouse cells | test concentration mostly 20 µM; stimulated with dexamethasone, 1 µM; stronger effect = lower value | z-score, hits read low | actives 0.47% (n = 220,000) | AID 1381, 2008;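 active = plate z-score of nuclear minus cytoplasmic receptor signal below a set negative limit, without overly bright fluorescence or cell loss, cut at about -3.5 in these data, passing the limit was not always enough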;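 also: z-score of nuclear minus cytoplasmic ring GR-EGFP intensity difference per well; some compounds called inactive have numbers as strong as hits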
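Buffer or medium: tet-free, stripped-serum medium; Also added: dexamethasone, 1.0 µM final; Technique: high-content fluorescence imaging after fixation; Times: 48 h induction, 1 h compound, 30 min dex at 37 °C; Read-out: per-cell GR-EGFP intensity, nucleus versus surrounding cytoplasmic ring, well-averaged.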
Siah-1 displacement: Siah-1 peptide-binding antagonists, primary screen, biochemical, fluorescence polarization, rhodamine-plectin, uHTS (AID 1817) | E3 ubiquitin-protein ligase SIAH1 (Homo sapiens) | Siah-1 / rhodamine-plectin peptide fluorescence polarization; higher % means a stronger effect | displacement, % at 20 µM; hits with a dose series show IC50 in µM | actives 0.02% (n = 290,000);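 active = displacement of at least 50% at 20 µM, with a fluorescence ratio check between 0.3 and a set limit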;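 also: plate controls were Siah plus tracer with DMSO for no effect and tracer alone without Siah for full effect; strong numbers were not always called active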
human PMI inhibition: inhibitors of human PMI, primary screen, biochemical, fluorescence intensity, coupled assay (AID 1209) | Mannose-6-phosphate isomerase (Homo sapiens) | purified PMI enzyme, coupled fluorescence intensity; higher % means a stronger effect | one-dose inhibition, % at 20 µM; IC50 in µM for titrated hits | actives 0.42% (n = 190,000);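 also: plate controls were DMSO vehicle for no effect and wells lacking substrate for full effect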
XIAP antagonists: XIAP antagonists, biochemical, IAP family, fluorescence polarization (AID 1018); E3 ubiquitin-protein ligase XIAP (Homo sapiens); XIAP BIR domain, fluorescence polarization peptide displacement; higher % means a stronger effect; displacement, % at 20 µM, or IC50 in µM where a hit was titrated; actives 0.007% (n = 200,000); in the data active = displacement above about 50%; also: a part of the inactive calls stands beside numbers as strong as those of hits
PMI inhibition: human PMI inhibitors, high substrate, primary screen, biochemical, fluorescence intensity, high mannose 6-phosphate (AID 1220); recombinant PMI enzyme, coupled fluorescence intensity; higher % means a stronger effect; inhibition, % at 20 µM; hits with a dose series show IC50 in µM; actives 0.66% (n = 190,000)
Dynein transport cytoplasmic EGFP: recorded beside Dynein transport, whose call it bears; z-score; measured here: cytoplasmic GR-EGFP intensity; stronger effect = higher value
Dynein transport nuclear GR-EGFP: recorded beside Dynein transport, whose call it bears; z-score; measured here: nuclear GR-EGFP intensity;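 lower value marks the stronger effect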
Dynein transport cell count: second read-out of Dynein transport, no call of its own (marks repeat the call); z-score; measured here: cell count per field
An asterisk follows results filed as active; ? = inconclusive; . = no result given. Rule as the data show it, unless noted: active = inhibition above about 50%; inactive = the rest.

PMI inhibition	AID2073	P. falciparum M17LAP	Siah-1 displacement	Dynein transport cell count	human PMI inhibition	Dynein transport cytoplasmic EGFP	XIAP antagonists	Dynein transport nuclear GR-EGFP	LYP inhibition	Dynein transport	P. falciparum M1AAP	smiles
.	5%	25%	-2%	0.14	.	-0.21	.	0.066	-1%	-0.11	21%	C=C(C)CSc1nc2sc3c(c2c(=O)n1C1CCCCC1)CCN(C)C3
3%	22%	-128%	6%	0.77	-4%	0.39	-2.0%	0.042	-9%	-0.22	4%	CCCC(=O)Oc1ccc2c(C)cc(=O)oc2c1
.	18%	13%	-1%	0.23	.	-0.19	.	0.068	-6%	0.15	8%	Cc1csc2c(N3CCCCC3)ncnc12
-2%	2%	3%	6%	0.65	-7%	-0.17	-12%	-0.14	1%	-0.6	5%	COCc1cc(C)nc(SCC(=O)Oc2ccccc2)c1C#N
3%	-1%	3%	2%	-0.6	4%	-0.29	-5.8%	-0.013	-9%	0.33	-5%	Cc1ccccc1OCCCCc1c(C)n[nH]c1C
-10%	-4%	7%	-3%	0.52	-21%	-0.27	-9.7%	0.26	2%	-0.84	0%	Cc1ccccc1-c1nnn(Cc2ccc(-c3nn[nH]n3)cc2)n1
8%	2%	3%	0%	0.49	9%	-0.18	-2.7%	-0.25	5%	-0.73	-8%	O=C(CSc1nnc2n(C3CCCCC3)c(=O)c3ccccc3n12)OC1CCCCC1
-3%	-11%	3%	-1%	0.53	2%	-0.27	-8.2%	0.35	-5%	-0.25	3%	COCCSc1ccccc1C(=O)N1CCC(Cc2ccccc2)CC1
-16%	-11%	9%	3%	-1	-43%	-0.1	-18%	0.068	3%	0.55	11%	O=C(N/N=C/c1ccc[nH]1)c1cccc(Br)c1
-13%	0%	0%	-2%	0.66	-9%	0.2	-8.5%	-0.91	-12%	-1.6	4%	COc1ccc(C(=O)Nc2ccc(S(=O)(=O)Nc3nccnc3OC)cc2)cc1
-5%	-2%	-7%	4%	0.62	6%	-0.17	-5.0%	0.35	2%	0.41	-3%	Cc1cccc(NC(=O)COC(=O)Cc2cccc(C(F)(F)F)c2)c1C
.	9%	-7%	1%	0.36	.	-0.21	.	-0.32	-1%	-0.94	4%	CCOC(=O)c1cnc(-n2nc(C)cc2C)[nH]c1=O
6%	0%	6%	-3%	-0.19	5%	-0.26	-4.9%	0.83	-7%	1.3	0%	Cc1cccc(N2CCN(C(=O)c3ccc(N4CCCC4=O)cc3)CC2)c1C
5%	-1%	10%	7%	0.26	2%	-0.26	-3.1%	0.24	-8%	0.46	-14%	COc1cccc(NC(=S)NNC(=O)Cn2nc(C(F)(F)F)cc2C)c1
4%	0%	-10%	-4%	0.26	14%	-0.2	-4.6%	0.79	-3%	0.83	2%	CCc1cc2c3c(c1)/C(=C1/SC(N)=NC1=O)C(=O)N3C(C)(C)C=C2C
4%	-8%	11%	2%	0.07	4%	-0.28	-1.7%	-0.23	-6%	-0.68	8%	OCCCCNCc1cc(Br)ccc1OCc1ccccc1F
0%	-22%	15%	4%	0.33	9%	0.054	-0.4%	0.17	0%	0.089	0%	CCOC(=O)c1ccc(NC(=S)N(CCCN2CCCCC2)Cc2ccco2)cc1
7%	-2%	-11%	-4%	-0.56	1%	-0.29	0.2%	0.52	-3%	1.2	-2%	CCc1nc(NC2CCCCC2)c(C#N)c2c1COC(C)(C)C2
8%	3%	-5%	4%	0.011	5%	-0.17	4.1%	0.12	-9%	-0.37	-1%	COC(=O)[C@H](CCSC)NC(=O)Nc1ccc(C(C)=O)cc1
7%	-36%	6%	-2%	0.14	7%	-0.24	-3.9%	0.28	-6%	-0.11	12%	C/C(=N\O)C(=O)NCC1CCNCC1
4%	12%	16%	5%	0.25	2%	-0.25	-2.6%	-0.096	-1%	-0.04	-2%	Cc1ccc(CN(C(=O)Cn2nnc3ccccc32)C(C(=O)NCc2ccco2)c2ccc(C)o2)cc1 (stereo unspecified)
44%	3%	12%	21%	-1.8	20%	17	30%	4.1	3%	3.5	16%	CCOC(=O)/C(=C/C=C1\Sc2cc(OCC)c(OCC)cc2N1CC)C(C)=O
-6%	9%	7%	-3%	0.64	-8%	0.23	-2.6%	-0.59	3%	-0.78	-1%	COc1ccccc1C(=O)NN=C1CCN(Cc2ccccc2)CC1
-6%	8%	7%	-2%	0.08	-7%	0.79	1.1%	-0.3	0%	-0.31	5%	Cc1ccc(CONC(=O)/N=C/N(C)C)cc1
4%	47%	19%	8%	0.34	9%	-0.15	-4.8%	-0.15	2%	-0.45	0%	COc1ccc2c(c1)c(CC(=O)Nc1ccc(C(C)=O)cc1)c(C)n2C(=O)c1ccc(Cl)cc1
2%	12%	12%	-1%	-0.13	2%	-0.18	-3.9%	0.36	0%	0.0048	2%	O=C(CN1C(=O)CCS(=O)(=O)c2ccccc21)NCc1ccc2c(c1)OCO2
-4%	-6%	-11%	2%	0.13	4%	-0.19	-3.1%	-0.072	-4%	-0.41	-2%	Cc1oc(CC(C)C)c(CN2CCCC2)c1C(=O)O
-10%	11%	2%	3%	2.1	-6%	-0.24	0.1%	-1.1	1%	-1.5	2%	Cc1cccc(Oc2ncc(-c3ccc(Cl)cc3)cn2)c1
3%	2%	-3%	4%	0.77	5%	-0.33	-1.4%	-0.45	-3%	-0.96	2%	CN1CCN(CCC(=O)Nc2ccc(Br)cc2)CC1
21%	?	-17%	-4%	-0.87	24%	0.39	4.6%	0.42	-16%	0.77	?	C=CCNc1oc(-c2cccc3ccccc23)nc1C#N
-4%	1%	-11%	-6%	0.47	-11%	-0.33	1.7%	0.036	-2%	0.23	4%	O=C(CCCn1c(=O)[nH]c2ccccc2c1=O)Nc1ccc(F)cc1
-5%	7%	-7%	4%	1.1	-2%	0.029	-6.4%	-0.48	0%	-0.92	2%	Cc1ccc(CCC(=O)Nc2ccccc2F)s1
5%	-4%	-14%	4%	0.26	14%	-0.24	-16%	-0.39	1%	-0.76	3%	Nn1c(SCc2csc(-c3ccccc3)n2)nnc1-c1cccs1
12%	-12%	-1%	0%	1.1	12%	-0.34	1.7%	-0.0052	-4%	-0.75	0%	OCCOc1cccc(CN2CCC(CO)(CCOc3ccccc3)CC2)c1
4%	-4%	7%	-3%	0.47	5%	-0.23	-5.7%	0.088	-4%	-0.15	1%	Cc1cc(C)n(C(=O)CCC(=O)NCc2ccccc2)n1
8%	0%	13%	-2%	0.24	16%	-0.18	-9.0%	-0.34	-2%	-0.49	1%	Nc1nnc(SCC(=O)N2CCc3ccccc32)n1-c1ccccc1
-6%	4%	.	2%	0.48	-2%	-0.23	-3.9%	-0.13	-3%	-0.58	.	O=C(CN(Cc1cccs1)C(=O)CCC(=O)Nc1ccccn1)NCc1ccccc1
2%	11%	-1%	2%	-0.62	-9%	-0.18	-4.5%	0.14	-9%	-0.071	-1%	O=C(c1noc2c1CCCC2)N1CCN(Cc2ccccc2)CC1
-2%	-5%	2%	-3%	1	-4%	-0.11	-5.0%	-0.23	-13%	-0.1	4%	Cc1ccc(NCCc2ccc(C)nc2)cc1
0%	4%	8%	3%	0.6	6%	-0.26	-2.5%	-0.39	9%	-0.47	5%	O=C(c1ccc(S(=O)(=O)N2CCCCC2)cc1)N1CCCc2ccccc21
-1%	-11%	1%	3%	0.57	4%	-0.21	-4.1%	0.22	-3%	0.019	-2%	Cc1ccc(C(=O)N(c2c(C)n(C)n(-c3ccccc3)c2=O)C(C)C)cc1
.	-2%	9%	-1%	-0.22	.	-0.25	.	0.86	-6%	-0.12	6%	Fc1ccc(N2CCN(Cc3c[nH]c4ccccc34)CC2)cc1
-3%	-4%	1%	2%	0.054	-5%	-0.34	-1.0%	0.048	3%	0.48	-4%	Cc1ccc(/C=C/S(=O)(=O)N2CCC(C(=O)O)CC2)cc1
11%	-6%	-6%	-3%	-0.12	3%	-0.28	-13%	0.25	-6%	0.49	5%	Cc1cc(NC(=O)C23CC4CC(C2)CC(n2cnc([N+](=O)[O-])n2)(C4)C3)no1
0%	13%	12%	0%	0.2	6%	0.012	-1.4%	-0.16	1%	-0.15	?	COc1ccc(CN(Cc2cc3cccc(C)c3[nH]c2=O)C(=O)N(C)C)cc1
3%	18%	-3%	-5%	-0.41	4%	0.15	-7.5%	0.25	-13%	-0.08	6%	Cc1cc2nc3c(c(C(F)(F)F)n2n1)CCCC3
6%	22%	2%	1%	-0.013	-6%	-0.46	-1.1%	0.45	-7%	0.7	0%	Cc1ccc(C2CC(=O)c3cnc(N4CCN(c5ccccc5)CC4)nc3C2)cc1 (stereo unspecified)
0%	9%	6%	2%	-0.7	0%	-0.16	-6.7%	0.19	-5%	0.41	8%	CC(=O)Nc1ccccc1NC(=O)c1cccc2ccccc12
